High-throughput results from PubChem BioAssay.
DAGLB inh – diacylglycerol lipase beta (human) inhibition; Q8NCG7; inhibition, % at 5.17 µM; HEK293T DAGLB membrane lysate, EnzChek fluorogenic substrate; hit rate 0.059% among 340,000; in the data active means inhibition above about 34%;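 further: 0% = enzyme with vehicle and 100% = wells lacking enzyme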
cardiac RTF act – increases calcium sensitivity of human cardiac regulated thin filaments; IANBD-labeled TnC RTF fluorescence at EC20 calcium; 0% EC20 calcium, 100% full calcium; activation, % at 7.2 µM; hit rate 0.24% among 340,000;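 active means activation above the mean over all tested compounds plus 3 SD, cut at about 30% in these data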;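 further: rise in fluorescence read as greater calcium sensitivity of cardiac thin filaments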
Rtt109 Vps75 – C. albicans Rtt109 histone acetyltransferase inhibition; Q5AAJ8; purified Rtt109/Vps75, ThioGlo CoA-SH fluorescence, 4 h; inhibition, % at 34.9 µM; hit rate 0.16% among 330,000;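 active means inhibition of at least 50% in every replicate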
RTF Ca sens inh – cardiac RTF calcium desensitization | IANBD-labeled cardiac RTF, Ca2+ fluorescence | hit rate 0.12% among 340,000 | P19429+P45379 | inhibition, % at 7.15 µM | AID 493244;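 active means inhibition above the mean inhibition of all tested compounds plus 3 SD, cut at about 17% in these data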;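 further: assay run at fixed EC70 calcium of 1.6 mM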
SR-BI DiI-HDL act – SR-BI HDL lipid transfer activation | CHO ldlA[mSR-BI] cells, DiI-HDL uptake fluorescence, 3 h; 100 = double the neutral-control signal | activation, % at 12.5 µM | hit rate 0.096% among 320,000;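 active means mean replicate activation of at least 60% and every replicate at or above 60%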;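 further: 0% = median plate neutral-control signal and 100% = twice that signal; values of inactives mirror those of a sister screen read the other way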
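Material: SR-BI-overexpressing, LDLR-lacking CHO cells | Dosing: Single compound concentration, delivered by pin transfer | Probe or stimulus: Labelled HDL, 10 µg/mL | Signal: Bottom-read cell fluorescence after medium removal, ex 550/em 595 nm | Schedule: 3 h, 37 °C | Evaluation: HDL uptake via cellular fluorescence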
CAL PDZ FP-1 – blocks peptide binding to the human CAL PDZ domain; Q9HD26; purified CAL PDZ, TMR-peptide fluorescence polarization, 1 h; inhibition, % at 24.9 µM; hit rate 0.92% among 300,000; AID 602252;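 active means mean inhibition of at least 30% with at least half of replicates also reaching 30%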;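 further: 0% = DMSO neutral control and 100% = excess unlabeled competitor peptide PRC23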
Keap1-Nrf2 PPI – inhibitors of human Keap1-Nrf2 protein-protein interaction; Q14145; Keap1 Kelch-Nrf2 peptide fluorescence polarization, 1536-well; inhibition, % at 9.4 µM; hit rate 0.15% among 340,000; in the data active means inhibition above about 12%;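 further: human Keap1 Kelch domain with fluorescein labeled Nrf2 9mer peptide probe; 0% = neutral control wells and 100% = peptide positive control; higher means more block of Keap1 binding to Nrf2 peptide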
Target sequence (Q14145 whole entry, looked up, the tested form may be a part): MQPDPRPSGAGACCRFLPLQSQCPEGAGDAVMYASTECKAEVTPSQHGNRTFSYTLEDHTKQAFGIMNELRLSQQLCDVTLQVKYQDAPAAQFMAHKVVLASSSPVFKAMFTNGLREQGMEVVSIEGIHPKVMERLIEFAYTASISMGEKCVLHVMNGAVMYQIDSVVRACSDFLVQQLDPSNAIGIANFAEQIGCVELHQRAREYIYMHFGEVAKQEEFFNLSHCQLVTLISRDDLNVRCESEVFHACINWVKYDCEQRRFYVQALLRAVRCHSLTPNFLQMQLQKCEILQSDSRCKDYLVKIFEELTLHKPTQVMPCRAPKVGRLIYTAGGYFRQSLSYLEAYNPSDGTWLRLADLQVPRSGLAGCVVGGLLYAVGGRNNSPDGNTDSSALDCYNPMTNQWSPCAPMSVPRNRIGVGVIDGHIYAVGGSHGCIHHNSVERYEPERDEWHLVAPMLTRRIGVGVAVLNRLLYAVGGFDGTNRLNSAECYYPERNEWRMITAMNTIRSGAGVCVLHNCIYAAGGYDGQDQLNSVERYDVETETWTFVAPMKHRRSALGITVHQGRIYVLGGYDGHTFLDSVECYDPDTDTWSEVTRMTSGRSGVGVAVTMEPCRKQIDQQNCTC
PKA-R2B activ – activates the human PKA-R2B holoenzyme complex | PKA-R2B holoenzyme dissociation, Cy5-IP20 fluorescence polarization; R2B truncated from residue 108, S112A mutant; 0% DMSO only, 100% 113 µM cGMP | activation, % at 11.4 µM | hit rate 0.079% among 340,000;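 active means activation above a cutoff set at the mean over all compounds plus 3 SD, cut at about 18% in these data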;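 further: higher means more holoenzyme dissociation and a rise in polarization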
Target sequence (P31323 whole entry, looked up, other chains not shown, the tested form may be a part): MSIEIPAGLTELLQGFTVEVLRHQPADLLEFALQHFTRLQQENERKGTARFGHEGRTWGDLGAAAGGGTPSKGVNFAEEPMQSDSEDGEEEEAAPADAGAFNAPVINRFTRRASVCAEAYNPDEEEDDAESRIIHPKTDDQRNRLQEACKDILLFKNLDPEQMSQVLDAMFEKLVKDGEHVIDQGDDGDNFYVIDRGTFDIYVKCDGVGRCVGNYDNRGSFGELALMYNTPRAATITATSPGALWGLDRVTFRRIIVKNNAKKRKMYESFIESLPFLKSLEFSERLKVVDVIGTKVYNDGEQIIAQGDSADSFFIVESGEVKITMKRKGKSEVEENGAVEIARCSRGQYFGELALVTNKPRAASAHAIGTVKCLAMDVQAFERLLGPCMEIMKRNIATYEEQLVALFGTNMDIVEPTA
CAL PDZ FP-2 – human CAL PDZ-peptide interaction inhibition; hit rate 0.02% among 330,000; purified CAL PDZ, TMR-peptide fluorescence polarization, 1 h; Q9HD26; inhibition, % at 20 µM; AID 504414;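 active means highest replicate inhibition of at least 40%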;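 further: plate controls were DMSO neutral control wells for no effect and unlabeled competitor peptide control wells for full effect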
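material = purified tagged CAL PDZ domain construct (CerCALP) | compound dosing = 20 µM, one dose | times = 1 h at RT | measured by = fluorescence polarization from S- and P-plane intensities, G-factor corrected | read-out = inhibition from polarization loss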
C-LANA FP – KSHV C-LANA DNA binding inhibition; MBP-C-LANA/FAM-LBS DNA binding, fluorescence polarization; hit rate 0.078% among 340,000; inhibition, % at 9 µM;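 active means highest replicate inhibition at or above 60% at 9 µM, even if other replicates fall short; inactive means all replicates below 60% inhibition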;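 further: 0% = neutral control wells and 100% = 4 µM acridine orange control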
* hit, by the source's call; x = not tested or not shown; & = joins results of further samples. Rows are unselected; overall some 1.6% were active at least once.

SMILES	DAGLB inh	cardiac RTF act	Rtt109 Vps75	RTF Ca sens inh	SR-BI DiI-HDL act	CAL PDZ FP-1	Keap1-Nrf2 PPI	PKA-R2B activ	CAL PDZ FP-2	C-LANA FP
Cc1ccc(C(=O)Nc2cccc(C(F)(F)F)c2)cc1NC(=O)c1nccn1C	-0.2&-3.0	0.4	3.9	11.5	-30.4	-1.9	0.9	-13.7&-15.7	0.0	1.4
O=S(=O)(c1ccc(N2CCOCC2)c(Cl)c1)N1CCOCC1	3.4	5.2	2.2	-8.1	x	7.1	-2.1	6.4	-2.1	-2.5
Cc1cc(C)n(-c2ccc(C(=O)OCC(=O)Nc3cc(Cl)ccc3[N+](=O)[O-])cc2)n1	0.4	9.4	0.3	10.1	5.6	-2.5	-1.5	-5.4	-0.4	-2.3
CCOc1ccc(OCCCCNC(C)(C)C)cc1	-0.3	0.9	x	2.2	24.6	-3.7	-0.5	3.8	-1.9	0.0
CCOc1ccc(C(C(=O)NC2CCCC2)N(C(=O)c2snc(C(N)=O)c2N)C2CCCC2)cc1 (centres undefined)	-1.3	-5.0	-5.9	10.6	-14.6	-8.6	0.0	-4.7	-0.3	-1.3
CC(C(=O)NCc1ccccn1)c1ccc([N+](=O)[O-])cc1 (centres undefined)	-1.9	5.0	x	-12.5	3.9	-3.0	3.6	-0.4	-2.3	0.7
CCOc1cc(C)c(S(=O)(=O)NC2CCCCC2)cc1C	-9.4	-1.3	2.0	-7.4	13.2	-4.2	-1.8	-4.1	x	-2.3
O=S(=O)(c1ccc(-c2cn3ccccc3n2)cc1)N1CCOCC1	-0.8	-0.8	7.1	-0.2	21.3	-0.7	-1.7	-16.6	-0.2	1.4
Cc1ccc(S(=O)(=O)NCCC(=O)N2CCC(C(N)=O)CC2)cc1C	-1.7	0.1	18.5	-9.8	4.7	0.4	-5.7	-6.8	-3.5	1.5
COC(=O)CC1SC(=O)NC1=Nc1ccc(OC)cc1 (centres undefined)	-0.2	4.8	-4.9	-1.6	20.0	x	1.2	-7.0	0.6	0.9
COc1cc(/C=N/NC(=O)c2ccc(NC(=O)C3CC3)cc2)ccc1OC(C)=O	2.2	-3.8	-16.6	-7.0	-15.4	7.6	-0.3	-7.1	-2.7	-0.6
CCCCOc1cccc(C2(C(=O)O)CCCC2)c1	-1.1	-9.8	6.4	0.8	8.3	-0.6	-0.1	1.6	-1.0	-3.1
CCN1CCc2nc(NC(=O)c3ccc(S(=O)(=O)N(C)C)cc3)sc2C1	-0.6	-0.8	10.6	-3.1	7.6	5.6	2.4	-1.4	-0.8	0.8
COc1ccc(C(=O)N/C(=C\c2cn(C)c3ccccc23)C(=O)NCCCN2CCOCC2)cc1	1.7	0.3	11.3	2.7	-3.7	-4.3	0.4	-10.8	-2.6	-1.8
OC(CN1CCN(c2ccc(C(F)(F)F)cn2)CC1)c1ccccc1 (centres undefined)	-15.8	6.8	2.6	1.5	-0.8	-1.9	3.8	9.0	-1.3	0.8
CCCCC1CCC(C(=O)Nc2ccccc2)CC1 (centres undefined)	-4.1	-2.1	20.3	-3.5	5.9	-2.5	0.8	1.6	-2.0	-1.7
O=C(COc1ccccc1)Nc1nnc(-c2ccco2)o1	-3.2	2.1	10.8	-4.8	30.8	-0.9	6.5	-7.5	-0.2	-0.3
O=C(NCCCN1CCOCC1)c1ccc(N2CCOCC2)c([N+](=O)[O-])c1	2.0	-2.7	0.9	-2.3	1.6	-0.9	2.3	-12.3	-2.7	-1.1
Cc1cccc2cc(C#N)c(SCC(=O)NNC(=O)Cc3ccccc3)nc12	5.3	0.0	0.5	-6.6	-5.4	1.8	0.8	-0.4	0.7	-1.6
CSc1nsc(SC)c1C(=O)OCC(F)(F)F	-7.6	-0.6	12.0	-0.3	-0.1	-2.3	-3.7	5.8	0.4	-3.4

Three entries from above, reformatted.
mol | DAGLB inh | cardiac RTF act | Rtt109 Vps75 | RTF Ca sens inh | SR-BI DiI-HDL act | CAL PDZ FP-1 | Keap1-Nrf2 PPI | PKA-R2B activ | CAL PDZ FP-2 | C-LANA FP
O=C(NCCCN1CCOCC1)c1ccc(N2CCOCC2)c([N+](=O)[O-])c1 | 2.0 | -2.7 | 0.9 | -2.3 | 1.6 | -0.9 | 2.3 | -12.3 | -2.7 | -1.1
Cc1cccc2cc(C#N)c(SCC(=O)NNC(=O)Cc3ccccc3)nc12 | 5.3 | 0.0 | 0.5 | -6.6 | -5.4 | 1.8 | 0.8 | -0.4 | 0.7 | -1.6
CSc1nsc(SC)c1C(=O)OCC(F)(F)F | -7.6 | -0.6 | 12.0 | -0.3 | -0.1 | -2.3 | -3.7 | 5.8 | 0.4 | -3.4

New compounds follow
SMILES	DAGLB inh	cardiac RTF act	Rtt109 Vps75	RTF Ca sens inh	SR-BI DiI-HDL act	CAL PDZ FP-1	Keap1-Nrf2 PPI	PKA-R2B activ	CAL PDZ FP-2	C-LANA FP
Cn1ccc(C(=O)OCC(=O)Nc2ccccc2)n1	0.7	2.5	-0.4	-3.8	x	1.9	-4.6	2.9	-1.7	0.3
COC(=O)c1cccc(NC(=O)/C=C/c2cccc([N+](=O)[O-])c2)c1	-0.6	-3.6	0.1	-0.8	-72.8	10.0	1.4	7.2	0.6	0.0
O=C(Nc1cc(N2CCOCC2)ncn1)Nc1cccc2ccccc12	0.8	-0.8	x	-11.3	-24.3	-2.5	-0.5	-14.2	-0.2	-1.8
C/C(=N/NC(=O)C1CC1(c1ccccc1)c1ccccc1)c1cccs1 (centres undefined)	4.0	0.9	1.3	-0.9	-1.3	-0.1	1.7	-2.6	-1.3	1.0
CN(C)c1ccc(/C=N/n2c(C3CCCCC3)n[nH]c2=S)cc1	-0.2	-4.2	x	-1.5	-13.1	1.9	-5.1	-4.9	-1.3	0.3
COc1cc(/C=N/NC(N)=S)ccc1OCC(=O)N1CCOCC1	1.5	-1.7	6.5	4.6	30.8	-1.0	-4.2	-13.5	-0.2	3.9
O=C(Nc1ccc2ccccc2n1)Nc1cccs1	0.5	5.0	-7.8	2.2	1.5	-0.3	-2.5	6.5	0.1	0.0
O=C(COC(=O)c1cnccn1)NCc1ccccc1	0.2	-0.9	9.9	-3.3	28.1	4.3	-4.8	3.2	-0.8	1.1
Cc1ncoc1C(=O)Nc1ccccc1C(N)=O	0.0	0.0	7.3	-7.4	14.9	-3.1	-3.1	2.6	-2.6	-0.9
O=C(NCc1ccc(OC(F)(F)F)cc1)C1CC2Cn3c(nc4ccccc43)C2N1c1ccccc1 (centres undefined)	-0.5	-7.5	6.9	-3.6	-4.8	-1.4	-1.9	-23.2	0.0	-1.6
CC(=O)c1ccc(N2CCN(C(=O)COc3ccccc3F)CC2)c(F)c1	-2.7	3.0	0.8	-5.4	-25.9	-3.4	0.1	-17.2	-2.8	2.3
O=C(CC1S/C(=N/N=C2CCCCCC2)NC1=O)Nc1ccccc1C(F)(F)F (centres undefined)	-0.4	0.9	13.5	-22.6	x	-3.8	-2.9	0.9	-1.0	-0.2
O=[N+]([O-])c1ccccc1Nc1nc(-c2cccnc2)cs1	13.4	-1.5	-3.6	-3.3	-11.3	-1.2	1.4	6.6	1.8	-0.9
O=C(CN1C(=O)/C(=C/c2ccccc2F)Sc2ccccc21)NCc1cccnc1	2.3	-3.8	11.3	0.0	-11.7	0.4	-3.6	-3.2	-2.3	-1.2
COc1ccc2c(c1OC)C(=O)OC2Nn1cncn1 (centres undefined)	-2.3	-1.8	7.0	-7.7	16.5	x	-4.0	-19.3	-0.1	-0.2
O=C(c1ccc(S(=O)(=O)NCc2ccco2)cc1)N1CCCC(C(F)(F)F)C1 (centres undefined)	2.2	-4.2	-6.0	4.7	-28.7	6.4	-1.1	13.1	0.0	-2.1
Cc1ccc(NC(=O)COC(=O)CCn2c(C)csc2=O)c([N+](=O)[O-])c1	-2.0	3.8	-14.0	-25.2	27.0	-1.3	2.4	-2.3	-1.6	2.8
O=C(COC(=O)c1n[nH]c(=O)c2ccccc12)NC1CCCCC1	0.4	-2.7	1.5	-8.2	18.3	-2.2	-1.1	0.2	0.2	-1.5
CCOc1ccc(CNC(=O)c2ccc(Sc3ccc(C)cc3)c(NC(C)=O)c2)cc1	-3.8	-3.9	9.4	-0.6	3.1	0.3	-4.7	-9.5	-2.8	-4.8
c1ccc2sc(NC3=NCN(CCN4CCOCC4)CN3)nc2c1	-0.7	-0.8	9.0	-5.5	5.1	-1.9	1.4	-2.9	0.0	0.3
CCOc1ccccc1N(CC(=O)NCc1ccncc1)S(=O)(=O)c1ccccc1	1.3	-2.6	8.4	1.6	16.2	-3.5	1.1	14.3	-0.9	1.9
COc1ccc(C(C(=O)NC(C)(C)C)N(C(=O)Cn2nnc3ccccc32)c2ccc(C(C)=O)cc2)cc1O (centres undefined)	5.1	12.3	-3.2	-6.8	28.2	3.0	0.0	5.1	0.3	-0.3
CCOc1cc(/C=N/NC(=O)CN2CCCCC2)ccc1O	-1.0	5.3	4.2	6.3	15.1	-3.4	-1.2	-8.9	-1.0	-1.5
CSCC[C@H](NC(=O)OC(C)(C)C)C(=O)NCC1CCC(C(=O)O)CC1 (some centres undefined)	0.3	6.9	-2.8	2.7	-1.5	2.1	1.1	-4.0	-0.8	0.2
COC(=O)C1=CN(C2CCCCC2)C=C(C(=O)OC)C1c1ccc2c(c1)OCO2	-2.7	-1.2	-4.9	-4.8	-35.4	2.7	3.0	-7.0	-3.2	-0.5
Cc1ccccc1NC(=O)C1CCN(C(=O)NC2CCCCC2)CC1	0.5	-3.0	-6.6	-3.6	0.0	-5.5	-3.2	8.3	-2.0	-0.8
Cc1ccc(CN2CCNC(=O)C2CC(=O)N(C)C2CCOCC2)cc1 (centres undefined)	2.5	5.3	3.4	-3.8	21.8	-3.7	-6.8	2.3	-2.6	1.3
COc1ccc(N2CCN(CCOc3ccc4c(C)cc(=O)oc4c3)CC2)cc1	0.2	-5.3	-6.5	-1.8	-9.6	-4.2	2.3	2.3	-0.9	-3.0
CCOC(=O)c1cc(C#N)c(N2CCOCC2)nc1-c1ccccc1	-8.5	-4.9	2.8	-3.7	-2.6	-3.1	0.3	-23.4	-0.7	-0.2
CCN(CC(=O)Nc1ccc(OC)cc1)CC(=O)Nc1sc2c(c1C(=O)OC)CCCC2	-3.6	5.5	1.8	4.3	-7.3	-4.7	-7.1	0.6	-1.2	-1.0
CCOc1ccc2nc(N3CCC(C(=O)N4CCN(c5ccccn5)CC4)CC3)sc2c1	1.4	-5.9	6.0	-6.5	-56.7	-2.8	-2.2	0.2	-0.2	0.7
Nc1c(-c2ccccc2)cnn1-c1ccccc1	2.9	-1.5	2.5	-6.2	11.3	10.0	-1.7	-10.1	-0.9	-0.9
O=C(NCCCn1ccnc1)C(=O)NCC1OCCN1S(=O)(=O)c1ccc(F)cc1 (centres undefined)	1.2	3.9	-2.6	3.9	18.3	x	-2.8	4.2	-0.1	-0.2

Single values from the list.
CSCC[C@H](NC(=O)OC(C)(C)C)C(=O)NCC1CCC(C(=O)O)CC1 (some centres undefined) in CAL PDZ FP-2 has -0.8
CCOc1cc(/C=N/NC(=O)CN2CCCCC2)ccc1O in SR-BI DiI-HDL act has 15.1
